Granule exo inh – LAMP-1 surface exposure blockers, TALL-104 cells – cell-based, flow cytometry, MLPCN library, primary screen; TALL-104 LAMP-1 surface exposure; cells stimulated with thapsigargin and PMA; inhibition, % at 10 µM; 360,000 tested, 0.66% active; AID 651702, 2012;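 active = inhibition above about 55%, limit read from the data; inconclusive = no clear call, values can overlap the other calls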
iPSC survival up – enhancers of single-cell hiPSC survival, primary screen, ATPlite luminescence; 100% = ROCK inhibitor wells, 0% = DMSO; survival enhancement, % at 20 µM; 360,000 tested, 0.044% active; AID 602274, 2012; in the data active = survival enhancement above about 18%;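 also: cells exposed to compounds for 16 hours before the ATP read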
Cardio protect – cardioprotection against H2O2-induced cell death, primary screen, uHTS, H9c2 cells, ATPLite luminescence. H9c2 cardiomyocytes, H2O2 injury protection, 2 h. protection from H2O2 cell death, % at 20 µM. 360,000 tested, 0.63% active. AID 588492, 2011;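 active = compounds giving at least 50% protection of heart cells from peroxide-induced death in the single-dose screen, raw or plate-pattern-corrected value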;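 also: 0% = DMSO wells with peroxide and 100% = DMSO wells without peroxide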
ABHD5-PLIN5 inh – ABHD5-PLIN5 interaction inhibitors, primary screen, cell lysate, split luciferase complementation, luminescence; Perilipin-5 (Homo sapiens) + 1-acylglycerol-3-phosphate O-acyltransferase ABHD5 (Homo …; Split G. princeps luciferase complementation, 4 h; inhibition, % at 4 µM; 360,000 tested, 0.78% active;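 active = inhibition above the mean inhibition across every tested compound plus 3 SD, cut at about 22% in these data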;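 also: 0% = DMSO only wells and the 100% control is not disclosed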
aDG glyco up – activators of alpha-DG glycosylation, primary screen, uHTS, Pro5-aDG cells, AlphaScreen | 360,000 tested, 0.22% active | activation, % at 10 µM | alpha-DG glycosylation AlphaScreen (IIH6); 0% Pro5, 100% B10-LARGE cell signal | AID 624168, 2012;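 active = activation of at least 8% versus controls, or a plate z-score of at least 8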;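 also: Pro5 are CHO cells carrying HIG-tagged alpha-DG that lacks glycosylation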
N-glyco inh – increase of ERlucT glycosylation luciferase signal, primary screen, N-linked glycosylation inhibitor project, D54 ERlucT cells, luminescence, set 2. AID 588692, 2011. 360,000 tested, 0.23% active. D54 ERlucT glycosylation luciferase reporter, 24 h; percent of 100 nM tunicamycin response. reporter increase, % at 12.5 µM;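 active = mean luciferase reporter signal, scaled so untreated is 0 and the glycosylation-blocking control 100, at or above a set limit in every replicate; inconclusive = mean reaches the limit but not every replicate does; inactive = mean below the limit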;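 also: luciferase carries N-glycosylation sites so blocking glycosylation raises the light; 0% = median of neutral control wells and 100% = median of 100 nM tunicamycin wells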
MC4R antag cAMP – MC4R antagonists of cAMP signaling, primary screen, cell-based, TR-FRET, antagonist arm of biased-ligand search | MC4R-expressing cells, MTII-stimulated cAMP, LANCE TR-FRET | inhibition, % at 6.5 µM | 360,000 tested, 0.48% active;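 active = inhibition above its plate's cutoff, the mean of tested wells on that plate plus 3 SD, cut at about 29% in these data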;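 also: 0% = Melanotan II alone and 100% = Melanotan II plus saturating MCL0020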
Target sequence (P32245 whole entry, looked up): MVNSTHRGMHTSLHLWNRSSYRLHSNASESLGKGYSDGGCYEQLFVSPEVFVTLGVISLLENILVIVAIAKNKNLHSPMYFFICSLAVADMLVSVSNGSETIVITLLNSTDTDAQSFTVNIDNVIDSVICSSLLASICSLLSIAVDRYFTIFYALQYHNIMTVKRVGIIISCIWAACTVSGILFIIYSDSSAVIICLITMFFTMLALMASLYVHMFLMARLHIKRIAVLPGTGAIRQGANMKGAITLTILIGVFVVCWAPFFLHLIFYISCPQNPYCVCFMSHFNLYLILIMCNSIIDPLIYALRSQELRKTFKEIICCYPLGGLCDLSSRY
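Test system: U2OS cells stably expressing human melanocortin 4 receptor (MC4R); also added: Melanotan II challenge; compound: 6.5 µM single dose; timing: 30-min compound preincubation, 1-h Melanotan II challenge, 1-h detection, room temperature; signal: Eu-cAMP/anti-cAMP TR-FRET, emission 671 nm; repeats: one well per compound, no replicates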
MC4R ag barr – MC4R agonists recruiting beta-arrestin, primary screen, cell-based, luminescence, agonist arm of biased-ligand search; 360,000 tested, 0.98% active; activation, % at 8.9 µM; AID 540308, 2011; U2OS MC4R beta-arrestin complementation; percent of melanotan II response, DMSO zero;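 active = activation above a per-plate cutoff, the mean activation of sample wells on that plate plus 3 SD, cut at about 8% in these data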
ABCB6 inh 2 – ABCB6 transporter inhibitors, primary screen, K562-ABCB6 cells, flow cytometry, MLPCN library | ATP-binding cassette sub-family B member 6 (Homo sapiens), Q9NP58 | K562-ABCB6 porphyrin accumulation, 1 h; hits give low values | fluorescence ratio to DMSO, % at 10 µM | 360,000 tested, 0.19% active | AID 602162, 2011;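 active = fluorescence ratio to DMSO below 75%, the collection mean minus 3 SD; inconclusive = too few cells collected in the well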;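 also: signal is porphyrin accumulated inside mitochondria; 100% equals median channel fluorescence of DMSO control wells; lower ratio means ABCB6 inhibition with less porphyrin fluorescence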
HTR2A ag – mouse Htr2a agonists via beta-arrestin recruitment, primary screen, cell-based, luminescence; 5-hydroxytryptamine receptor 2A (Mus musculus), P35363; CHO-K1 mHTR2A beta-arrestin complementation; percent of 30 µM serotonin response; activation, % at 7.6 µM; 360,000 tested, 0.66% active;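 active = activation above a run cutoff, the mean activation of all tested compounds plus 3 SD, cut at about 14% in these data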;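 also: 0% = plate median of compound wells and 100% = 30 µM serotonin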
Target sequence (P35363 whole entry, looked up): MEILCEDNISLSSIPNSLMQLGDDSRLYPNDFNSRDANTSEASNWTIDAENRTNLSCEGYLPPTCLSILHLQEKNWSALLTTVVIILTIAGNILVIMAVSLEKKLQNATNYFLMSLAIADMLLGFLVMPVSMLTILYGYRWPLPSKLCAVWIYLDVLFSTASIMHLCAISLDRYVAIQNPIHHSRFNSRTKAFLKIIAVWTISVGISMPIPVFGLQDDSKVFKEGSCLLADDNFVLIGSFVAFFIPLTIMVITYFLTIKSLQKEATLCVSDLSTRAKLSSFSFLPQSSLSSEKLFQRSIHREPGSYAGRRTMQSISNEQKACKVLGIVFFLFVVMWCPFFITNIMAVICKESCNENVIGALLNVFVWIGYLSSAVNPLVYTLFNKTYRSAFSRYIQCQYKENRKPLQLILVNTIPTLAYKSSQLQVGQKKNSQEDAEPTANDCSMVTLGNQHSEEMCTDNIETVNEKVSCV
* = called active by the depositor; u = inconclusive; x = no result given.

SMILES	Granule exo inh	iPSC survival up	Cardio protect	ABHD5-PLIN5 inh	aDG glyco up	N-glyco inh	MC4R antag cAMP	MC4R ag barr	ABCB6 inh 2	HTR2A ag
COC(=O)c1ccc(C(C(=O)NC2CCCCC2)N(Cc2ccc(F)cc2)C(=O)Cc2cccs2)cc1 (stereo not drawn)	4	-1.3	15	1	0.3	-10	-1	-0.8	90	1
CC(C)CCOc1ccc(Cl)cc1CN1CCOCC1	3	3.1	-9	-3	-0.1	-2	8	5.2	93	5
Cc1cccc(OCC(=O)Nc2ccc(C(=O)c3ccc(C(=O)O)cc3)cc2)c1	-4	-1.9	4	1	0.0	0	-5	-0.3	100	-4
CCCCC(=O)Nc1ccccc1CC	0	0.3	-4	4	0.0	2	6	0.5	95	2
CCOC(=O)C1CCN(C(c2cccnc2)c2c(NC(=O)c3ccco3)sc(C)c2C)CC1 (stereo not drawn)	0	-0.3	8	-1	-0.1	-5	7	0.8	97	6
CC(C)CC(=O)N(Cc1ccc(F)cc1)C1CCS(=O)(=O)C1 (stereo not drawn)	-4	1.9	-1	-1	-0.3	2	16	-2.4	107	0
CC(=O)NCc1ccc(S(=O)(=O)N/N=C/c2ccc(Br)cc2)cc1	-5	2.5	-2	2	-0.3	1	0	-2.3	111	1
CCCCNC(=O)N1CCc2[nH]c3ccccc3c2C1	-5	0.6	2	-2	0.0	-2	5	0.1	102	-1
CCn1cc(C(=O)N2CCCC(C(=O)c3cccc(C(F)(F)F)c3)C2)cn1 (stereo not drawn)	6	-0.2	0	-6	0.0	0	5	-1.2	98	0
O=C(CN(c1ccccc1)S(=O)(=O)c1ccccc1)N1CCOCC1	-5	-2.2	7	-4	-0.3	1	8	-1.3	101	-3
CCN(Cc1ccccc1)C(=O)COc1cc(=O)n(CC)c2ccccc12	-2	2.1	14	-3	0.0	3	-8	-0.7	86	-2
Cc1ccc(OCC2Cn3c(nc4c3c(=O)n(C)c(=O)n4C)O2)cc1 (stereo not drawn)	-1	1.6	25	-3	0.2	1	-1	-1.8	101	-5
Cc1cnc(C(=O)N(c2ccccc2)C(c2ccccc2)c2nc3ccccc3[nH]2)cn1 (stereo not drawn)	-6	0.4	2	-3	-0.2	2	x	x	96	7
O=C(Nc1cccnc1)c1noc2c1CCCC2	-1	-3.2	2	-4	-0.1	1	6	0.2	88	-2
c1ccc2c(Cn3ccnc3)cccc2c1	-6	-0.4	4	-3	-0.1	1	-6	0.5	105	-5
CCOCCCNc1nc2nc3ccc(C)cn3c(=O)c2cc1C(=O)NCC1CCCO1 (stereo not drawn)	-2	0.4	3	3	0.6	6	5	-0.3	93	0
CS(=O)(=O)N1CCc2cc(C(=O)N3CCN(c4ccccc4)CC3)ccc21	-4	-0.3	-2	0	-0.4	0	3	-2.2	101	5
COc1cccc(-c2cc(C(F)(F)F)nc(-n3cccn3)n2)c1	0	1.9	-6	0	0.1	0	3	1.3	95	7
COc1ccc(/C=N/NC(=O)COc2ccc(Cl)cc2Cl)cc1Cn1nc(C)cc1C	8	1.6	1	8	0.1	0	-3	18*	94	7
Cc1cc(C)c(O)c(-c2cc(C(=O)NCc3ccccc3)[nH]n2)c1	0	1.6	-15	-8	-0.1	-3	18	2.4	108	-6
O=c1oc(Cl)c(Cl)c2ccccc12	8	-4.6	-21	4	-0.4	2	-7	0.8	99	5
CCCN1C(=O)c2ccccc2NC1c1ccc(C)cc1 (stereo not drawn)	7	0.1	3	7	0.0	1	-9	6.7	91	1
COc1ccc(-c2nc(NC(=O)c3ccco3)sc2C)cc1	-8	7.2	0	1	-0.1	7	-1	1.0	100	-3
CC(=O)Nc1cc(-c2cccc(C(=O)NCCN(C)C)c2)cn2c(-c3ccc(F)c(Cl)c3)cnc12	13	-3.9	5	8	0.0	-4	-4	7.5	105	-2
O=C(Nc1ncc(C(F)(F)F)cc1Cl)C1COc2ccccc2O1 (stereo not drawn)	1	3.8	-4	-5	-0.2	0	4	-1.9	97	-2

One compound at a time (already shown). Order of screens: Granule exo inh | iPSC survival up | Cardio protect | ABHD5-PLIN5 inh | aDG glyco up | N-glyco inh | MC4R antag cAMP | MC4R ag barr | ABCB6 inh 2 | HTR2A ag
CCCN1C(=O)c2ccccc2NC1c1ccc(C)cc1 (stereo not drawn) is listed as 7 | 0.1 | 3 | 7 | 0.0 | 1 | -9 | 6.7 | 91 | 1
CC(=O)NCc1ccc(S(=O)(=O)N/N=C/c2ccc(Br)cc2)cc1 is listed as -5 | 2.5 | -2 | 2 | -0.3 | 1 | 0 | -2.3 | 111 | 1

Other compounds:
SMILES	Granule exo inh	iPSC survival up	Cardio protect	ABHD5-PLIN5 inh	aDG glyco up	N-glyco inh	MC4R antag cAMP	MC4R ag barr	ABCB6 inh 2	HTR2A ag
O=C(Cn1cccc1C(=O)c1ccccc1)NCc1ccccc1	-3	-0.9	1	2	-0.1	1	12	0.8	96	-3
CCOC(=O)CSc1nc2c(c(=O)[nH]c(=O)n2C)n1CCc1ccccc1	-2	-1.6	17	-2	-0.1	-2	6	0.0	99	0
N/C(=N\OC(=O)Cc1ccccc1[N+](=O)[O-])c1ccccn1	-3	-0.4	0	3	-0.2	0	-2	-0.1	100	-2
COc1ccc(CN2C(=O)CN(S(C)(=O)=O)CC2(C)C(=O)NC(C)C)cc1OC (stereo not drawn)	-3	x	x	4	0.1	x	x	x	x	4
Nc1nc2c(ncn2[C@H]2C[C@H](O)[C@@H](CO)O2)c(=O)[nH]1	4	-0.9	-2	-1	-0.1	5	1	-0.3	99	-4
CN(Cc1cccs1)C(=O)C1CCN(S(=O)(=O)c2ccccc2)CC1	16	0.6	9	-4	0.0	0	-4	-1.6	91	7
Cc1ccc(NC(=O)Nc2c(C)[nH]c(=O)[nH]c2=O)cc1Cl	-6	-0.6	1	3	0.1	1	0	-1.2	84	4
O=C(Nc1ccc(C(F)(F)F)cc1[N+](=O)[O-])O[C@H]1[C@H](Cc2ccccc2)NS(=O)(=O)[C@H]2C[C@@H]3C=C[C@]12O3	-3	-0.4	-5	-3	0.2	-5	9	3.1	94	5
CC(=O)Nc1sc(C)c(C)c1C(=O)OCC(=O)N(CC(C)C)c1c(N)n(Cc2ccccc2)c(=O)[nH]c1=O	-9	-0.4	2	-8	0.1	u	4	-3.4	95	2
CCN(C(=O)COC(=O)c1cccc(S(=O)(=O)N2CCOCC2)c1)C1CCS(=O)(=O)C1 (stereo not drawn)	-6	-0.2	4	2	-0.2	2	18	-2.5	100	5
COc1ccc(-c2nc(NCCCN(C)C)c3ccccc3n2)cc1	31	-0.3	5	12	0.0	43*	-6	-0.2	93	-5
O=C(O)c1ccc(NS(=O)(=O)c2ccc(N3C(=O)CCC3=O)cc2)cc1	6	-0.8	2	4	0.0	1	6	-0.3	100	4
CC(NC(=O)c1cccc(S(=O)(=O)N2CCCCCC2)c1)c1ccccc1 (stereo not drawn)	-2	-0.5	-12	-5	0.8	-3	-2	-3.7	97	-10
COc1ccccc1N1CCN(C(=O)c2sc3nc(C)nc(N4CCN(c5ccccn5)CC4)c3c2C)CC1	25	0.1	38	9	-0.1	-1	4	3.6	93	0
Cc1cccc(CN2CCN(C3CN(Cc4cn(Cc5ccccc5C(F)(F)F)nn4)S(=O)(=O)C3)CC2)c1 (stereo not drawn)	-3	-2.7	2	2	0.5	-2	x	x	97	3
CC(=O)Nc1cc2c(ccc3ccccc32)oc1=O	-2	-0.2	0	2	-0.6	1	-10	-0.5	103	6
c1cc(CNc2ccc3c(c2)OCO3)ccn1	0	-3.3	3	2	-0.1	4	0	-1.2	105	2
CCC(C(=O)OC)n1cnc2c(nnn2-c2ccccc2)c1=O (stereo not drawn)	-4	0.1	-7	-3	0.2	-1	-4	-0.5	97	0
COc1ccc(/C=C/c2cc(C(=O)O)c3ccccc3n2)cc1	0	-0.9	-22	1	-0.1	-21	-3	-1.8	98	-1
O=C(NCC(c1ccco1)N1CCc2ccccc2C1)c1ccc([N+](=O)[O-])cc1 (stereo not drawn)	-1	0.1	-7	-5	0.2	0	11	0.3	99	-8
Cn1c(CNC(=O)CNC(=O)c2ccccc2)cc(=O)n(C)c1=O	3	-0.1	-2	6	0.0	-1	0	-2.0	101	8
Fc1ccc(C2CC(c3ccc(F)cc3)n3ncnc3N2)cc1 (stereo not drawn)	0	0.1	-4	-3	0.3	-1	-7	-1.2	108	4
O=c1cc(-c2ccccc2)nc2nc(CCc3ccccc3)[nH]n12	0	5.0	-2	-2	-0.2	3	-6	-0.1	98	4
O=C1C=C(c2cccc(O)c2)C[C@@H](c2ccc(F)cc2)C1	-1	-0.7	-13	10	0.4	-3	5	0.3	90	5
Cc1ccc(S(=O)(=O)Nc2cncnc2NS(=O)(=O)c2ccc(C)cc2)cc1	-8	-2.9	0	-5	-0.1	-4	7	-2.2	99	-1

Additional records follow:
SMILES	Granule exo inh	iPSC survival up	Cardio protect	ABHD5-PLIN5 inh	aDG glyco up	N-glyco inh	MC4R antag cAMP	MC4R ag barr	ABCB6 inh 2	HTR2A ag
COc1cc(C)c(-c2[nH]ncc2-c2csc(C)n2)c(O)c1	6	0.3	-7	-1	0.0	-1	-2	-3.1	100	-3
CC1(C(=O)NCCc2ccccc2)Cc2c(-c3ccccc3)ccnc2O1 (stereo not drawn)	-1	0.3	-2	-4	0.2	5	5	-0.8	106	1
CC(C)CCN1CCN(Cc2cn[nH]c2C2CCCCC2)CC1CCO (stereo not drawn)	9	-0.3	6	-4	0.0	1	9	-1.1	104	3
Cc1nc2ccccc2c(C(=O)O)c1-c1ccccn1	-1	-1.7	-1	2	0.1	1	4	-1.5	127	6
O=C1C(Cl)=C(Nc2cccc(O)c2)C(=O)N1Cc1ccccc1	-1	-0.7	-8	-2	0.4	7	5	-1.1	88	-3
CCn1cc(CN2CCC(n3nccc3NC(=O)C3CCCC3)CC2)cn1	-4	-0.5	4	7	-0.2	-2	3	-2.2	95	4
Cc1ccc(NC(=O)c2sc(=S)n(-c3cc(C)ccc3F)c2N)cc1	-2	-0.7	-5	-4	-0.3	-2	-3	5.3	96	-4
COc1ccc(/C=N/Nc2nc3ccccc3o2)cc1O	-4	-3.7	-30	3	-0.3	-14	-3	0.1	98	-1
COc1cccc(N2CCN(S(=O)(=O)c3c(C)[nH]c(C)c3C(=O)N3CCCC3)CC2)c1	0	-0.5	-2	8	0.2	-2	16	-1.2	96	-2
Cc1ccc(C)c(NC(=O)CSc2ccc(S(=O)(=O)N3CCCC3)cn2)c1	4	0.4	-1	-4	0.1	-1	11	-1.8	106	0

High-throughput results (PubChem)
